hcDAF12 agonist = H. contortus DAF-12 activation, primary screen; activation, % at 6.8 µM; HEK293 hcDAF-12 lit1-tk-luc reporter, luminescence; 0% DMSO, 100% Δ7-dafachronic acid; AID 652067; actives 1.4% (n = 370,000);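 active = activation above the mean of all tested compounds plus 3 SD, cut at about 5.5% in these data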;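 also: 100% = response to 3 µM Δ7-dafachronic acid high control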
DAX1 inh-1 = DAX1 (NR0B1) inhibition, primary screen | inhibition, % at 6.8 µM | actives 1.1% (n = 370,000) | AID 652010 | HEK293T StAR-luciferase reporter, SF-1/DAX-1 repression relief;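 active = inhibition above the mean over all tested compounds plus 3 SD, cut at about 3.6% in these data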;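 also: 0% = DAX-1 cells with DMSO and 100% = cells lacking DAX-1 with DMSO; higher inhibition means more luminescence from relief of DAX-1 repression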
sPLA2-III inh = Blocks human group III sPLA2 activity; Q9NZ20; inhibition, % at 12.2 µM; QFRET BODIPY PC-A2 liposome hydrolysis, fluorescence; actives 0.56% (n = 370,000);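 active = inhibition above mean plus 3 SD of compounds lying within the high and low control bounds, cut at about 19% in these data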;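 also: 0% = median of test compound wells and 100% = no enzyme DMSO wells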
hgDAF-12 ag = agonists of H. glycines DAF-12 nuclear receptor; HEK293 GAL4-hgDAF12 UAS-luciferase reporter, agonist luminescence; normalized to butyrate control; activation, % at 6.8 µM; actives 1.8% (n = 370,000);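 active = activation above a cutoff set at the mean of all screened compounds plus 3 SD, cut at about 10% in these data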;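 also: 0% = DMSO wells and 100% = sodium butyrate wells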
GAA850 FXN act = activators of GAA850 frataxin (FXN) promoter | HEK293 lucGAA850 FXN promoter luciferase reporter, 24 h; percent of 10 µM SAHA response | activation, % at 6 µM | actives 0.56% (n = 360,000);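 active = activation above the average of all compounds screened plus 3 SD, cutoff fixed separately per campaign, cut at about 7.5% in these data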;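 also: 0% = DMSO wells and 100% = 10 µM SAHA wells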
PLCb3 inh = inhibitors of human phospholipase C beta3 | Purified PLC-beta3, fluorogenic substrate, fluorescence | inhibition, % at 12.2 µM | actives 0.18% (n = 370,000); in the data active = inhibition above about 11%;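 also: 0% = median of compound wells on plate and 100% = full blocker control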
Target sequence (Q01970 whole entry, looked up): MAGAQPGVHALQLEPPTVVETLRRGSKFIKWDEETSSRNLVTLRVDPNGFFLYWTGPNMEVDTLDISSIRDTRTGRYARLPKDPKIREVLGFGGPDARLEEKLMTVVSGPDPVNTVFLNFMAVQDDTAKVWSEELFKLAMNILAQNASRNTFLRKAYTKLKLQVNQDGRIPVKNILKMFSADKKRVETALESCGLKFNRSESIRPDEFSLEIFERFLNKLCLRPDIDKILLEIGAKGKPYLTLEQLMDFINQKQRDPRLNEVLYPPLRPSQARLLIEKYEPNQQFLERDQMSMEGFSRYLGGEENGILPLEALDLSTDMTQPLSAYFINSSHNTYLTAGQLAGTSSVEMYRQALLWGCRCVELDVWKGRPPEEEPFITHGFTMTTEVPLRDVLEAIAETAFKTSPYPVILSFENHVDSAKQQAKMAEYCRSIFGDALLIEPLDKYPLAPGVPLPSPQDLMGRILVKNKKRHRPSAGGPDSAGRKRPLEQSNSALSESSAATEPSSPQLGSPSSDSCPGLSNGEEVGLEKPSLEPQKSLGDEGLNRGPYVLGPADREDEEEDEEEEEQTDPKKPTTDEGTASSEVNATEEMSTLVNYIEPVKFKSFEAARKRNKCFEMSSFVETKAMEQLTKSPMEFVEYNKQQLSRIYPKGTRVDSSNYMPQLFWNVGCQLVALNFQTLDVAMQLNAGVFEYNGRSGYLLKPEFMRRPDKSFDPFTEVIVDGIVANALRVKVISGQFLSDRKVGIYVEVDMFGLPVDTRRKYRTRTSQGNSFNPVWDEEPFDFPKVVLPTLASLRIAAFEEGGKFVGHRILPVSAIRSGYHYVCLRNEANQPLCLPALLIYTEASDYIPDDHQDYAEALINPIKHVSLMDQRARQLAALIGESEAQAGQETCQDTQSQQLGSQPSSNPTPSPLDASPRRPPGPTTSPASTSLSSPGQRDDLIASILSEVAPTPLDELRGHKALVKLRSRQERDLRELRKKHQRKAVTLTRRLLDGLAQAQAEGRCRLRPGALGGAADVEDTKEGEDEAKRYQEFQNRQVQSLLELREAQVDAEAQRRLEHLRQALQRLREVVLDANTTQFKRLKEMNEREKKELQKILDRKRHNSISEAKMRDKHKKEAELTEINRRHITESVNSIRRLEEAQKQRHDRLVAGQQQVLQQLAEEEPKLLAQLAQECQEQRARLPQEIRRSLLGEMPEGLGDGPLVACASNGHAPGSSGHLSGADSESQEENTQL
Rev-erbA mod = modulates human Rev-erb alpha binding to DNA; P20393; Rev-erbα–FITC-DNA binding, fluorescence polarization, 90 min; activity, % at 10 µM; actives 0.79% (n = 370,000);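 active = activity above about 14%, limit read from the data; passing the limit was not always enough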;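 also: 0% = DMSO wells with 35 nM protein and 100% = DMSO wells with 750 nM protein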
DAX1 inh-2 = inhibits human nuclear receptor DAX1. P51843. HEK293 Gal4-DAX1 luciferase reporter, luminescence. inhibition, % at 6.75 µM. actives 0.99% (n = 340,000). AID 504766;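 active = inhibition above the mean over all tested compounds plus 3 SD, cut at about 4.2% in these data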;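 also: 0% = DAX1-transfected cells with DMSO and 100% = empty-vector control cells with DMSO; inhibition shows as a rise in luminescence from relieved DAX1 repression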
ssDAF12 agonist = activators of S. stercoralis DAF-12 nuclear receptor; HEK293 ssDAF-12/GRIP1 lit1-tk-luc reporter, luminescence; % of 3 µM dafachronic acid response; activation, % at 6.8 µM; actives 1% (n = 370,000); AID 652126;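 active = activation above the mean over all tested compounds plus 3 SD, cut at about 0.9% in these data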;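 also: 0% = DMSO-only wells and 100% = 3 µM delta7-dafachronic acid wells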
SMARCA2 activ = activators of SMARCA2 function; MG213 cells, MMTV-luciferase reporter, dexamethasone, overnight; activation, % at 9.1 µM; actives 1% (n = 370,000); in the data active = activation above about 7.8%;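 also: 0% = vehicle wells and 100% = reference activator wells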
PG9 binder = small molecules binding HIV-1 gp120 antibody PG9. TR-FRET gp120-PG9 antibody binding. actives 0.43% (n = 360,000). inhibition, % at 6.7 µM. AID 624416; in the data active = inhibition above about 8.5%
* marks the source's active call; other numbers are inactive results; x = not tested or not shown.

SMILES | hcDAF12 agonist | DAX1 inh-1 | sPLA2-III inh | hgDAF-12 ag | GAA850 FXN act | PLCb3 inh | Rev-erbA mod | DAX1 inh-2 | ssDAF12 agonist | SMARCA2 activ | PG9 binder
CCN(CC)CCCNC(=O)c1cn(CC)c2ccc(S(=O)(=O)N(C)C3CCCCC3)cc2c1=O | -1.1 | 0.5 | -9.2 | 4.0 | 0.2 | -21.6 | 4.8 | 0.8 | -1.4 | -1.2 | -0.4
CN(C1CCCCC1)S(=O)(=O)c1ccc2c(c1)CCC(=O)N2 | 0.2 | 0.9 | 2.8 | -1.3 | 1.6 | -7.3 | -0.4 | 3.1 | -1.5 | -0.8 | -1.7
CC(C)C(NC(=O)c1ccccc1NC(=O)c1ccco1)C(=O)O (stereo unspecified) | -0.1 | 0.1 | 0.4 | 0.2 | 1.8 | 2.4 | -4.1 | 0.3 | -0.7 | -0.4 | 0.2
COc1c2ccccc2nc2ccccc12 | 0.7 | -0.3 | 4.5 | 1.2 | 0.5 | -256.2 | 4.5 | -2.1 | -1.9 | 4.4 | -0.2
CC1(C(=O)NCc2ccco2)Cc2c(-c3cccc(C(F)(F)F)c3)ccnc2O1 (stereo unspecified) | -2.2 | -3.2 | -2.2 | 1.1 | -3.3 | -2.3 | 7.3 | x | -1.7 | -6.1 | 3.3
O=C(NC1CCCCC1)C(=O)c1c(-c2ccccc2)[nH]c2ccccc12 | 1.2 | -0.8 | 2.4 | 1.8 | -1.1 | 3.4 | -2.0 | 0.2 | -1.3 | 0.6 | -1.0
CCS(=O)(=O)c1nc(S(=O)(=O)c2ccc(C)cc2)c(N2CC(C)OC(C)C2)s1 (stereo unspecified) | 0.0 | -2.9 | 4.2 | 0.3 | -0.5 | -0.7 | 5.1 | 0.5 | -0.4 | -1.0 | 0.1
OC[C@H]1OC(O)[C@H](O)[C@@H](O)[C@H]1O (stereo partly specified) | -0.7 | 0.7 | 1.3 | 1.5 | 1.4 | 3.6 | 1.0 | 0.1 | -1.8 | 2.8 | 0.0
COc1cc(S(=O)(=O)Nc2ncccc2C)c(OC)cc1Cl | -0.1 | -0.1 | -2.6 | -1.4 | 0.5 | 1.6 | -0.1 | 1.5 | -1.2 | 0.9 | -1.0
O=C(Nc1ccc(OC(F)(F)F)cc1)c1cnc2n(c1=O)CCS2 | -1.5 | 0.2 | 7.3 | -1.1 | -0.2 | -3.8 | 8.1 | 1.8 | -1.6 | -3.4 | 0.3
COc1ccc(N=C2S/C(=C\c3ccc(C)s3)C(=O)N2CC(C)C)cc1 | -0.7 | -0.5 | -0.1 | 2.8 | -1.0 | -1.1 | 3.4 | 0.2 | -1.3 | 1.1 | 1.7
O=C(CNC(=O)c1ccco1)NCC(=O)OCc1ccc(Cl)cc1 | -0.4 | -0.4 | -1.3 | 0.6 | 0.0 | 0.4 | 7.2 | 1.5 | -0.8 | -0.3 | -1.9
O=C(O)CCSc1nnnn1-c1ccccc1 | -0.3 | 0.4 | 5.8 | -1.0 | 1.3 | -1.9 | -3.9 | 0.8 | -0.9 | -1.0 | 1.6
CC(=O)OCC(=O)[C@@]12OC(C)(C)O[C@@H]1CC1C3C[C@H](F)C4=CC(=O)C=CC4(C)[C@@]3(F)C(O)CC12C (stereo partly specified) | -0.7 | 1.0 | -0.1 | -3.9 | 2.8 | 3.6 | -1.6 | 1.2 | -1.0 | -0.2 | 0.6
COCc1nc2ccccc2n1Cc1ccccc1Br | -2.3 | -0.4 | -5.8 | -2.4 | 3.5 | 4.5 | 1.7 | 0.0 | -1.4 | -3.4 | -2.0
CSc1nnc(CCNS(=O)(=O)c2ccc(Br)cc2)n1C | -0.9 | 0.1 | -1.0 | -1.0 | -0.3 | -6.7 | 0.4 | 0.1 | -1.2 | -0.6 | 0.2
Nc1cc(N2CCCCCC2)c2nonc2c1[N+](=O)[O-] | -2.6 | -0.1 | 3.1 | -0.4 | 0.0 | -10.7 | -5.3 | 0.6 | -1.2 | -3.7 | -1.2
CCCS(=O)(=O)NC(=O)C1(C)CCN(C(=O)c2cccnc2Oc2ccccc2)C1 (stereo unspecified) | 0.2 | 0.2 | -2.9 | 3.2 | 1.2 | 0.8 | -7.2 | x | -0.2 | -1.1 | -0.6
CCOC(=O)Nc1cc(C)ccc1OC | -0.8 | 0.4 | 9.1 | 1.4 | 0.7 | -0.1 | -0.7 | 2.0 | -1.2 | -2.7 | 1.1
CC1CCN(C(=S)c2cn(Cc3cccc(F)c3)c3ccccc23)CC1 | -0.9 | 0.9 | 1.8 | -1.1 | 0.4 | 1.6 | 6.6 | 1.4 | -0.7 | -0.6 | 0.6
C[C@H](CO)N1C[C@H](C)[C@H](CN(C)Cc2cccc(C(F)(F)F)c2)OCc2ccccc2-c2c(n(C)c3ccccc23)C1=O | -1.7 | 0.3 | 8.5 | -1.6 | 1.3 | -6.0 | -2.4 | 1.1 | -1.2 | -4.0 | -0.2
COc1ccc(OCC(=O)N/N=C(\C)c2cccs2)cc1 | -0.7 | 0.0 | 4.0 | 0.8 | -0.6 | -9.2 | -6.8 | 0.6 | -1.3 | 1.7 | -1.9
Cc1cc(OCC(=O)OCC(=O)NCc2ccc3c(c2)OCO3)ccc1Cl | -1.8 | 2.4 | 0.3 | 0.9 | 0.6 | -6.8 | -0.1 | 1.1 | -1.4 | -4.9 | 1.2
CC(C)C(NC(=O)CNC(=O)OC(C)(C)C)C(=O)NCc1ccc(Cl)cc1 (stereo unspecified) | -0.6 | 0.0 | -0.5 | 2.5 | 0.7 | -1.2 | 2.2 | 0.1 | -0.8 | 0.9 | -1.3
O=C(COC(=O)CCSc1ccccc1)Nc1ccccc1Br | -0.4 | -0.2 | -27.7 | 3.6 | 2.9 | 2.8 | -4.8 | -0.6 | -0.7 | -1.5 | -0.8

Of the compounds above, these contain an aryl methoxy group.
SMILES | hcDAF12 agonist | DAX1 inh-1 | sPLA2-III inh | hgDAF-12 ag | GAA850 FXN act | PLCb3 inh | Rev-erbA mod | DAX1 inh-2 | ssDAF12 agonist | SMARCA2 activ | PG9 binder
COc1c2ccccc2nc2ccccc12 | 0.7 | -0.3 | 4.5 | 1.2 | 0.5 | -256.2 | 4.5 | -2.1 | -1.9 | 4.4 | -0.2
COc1cc(S(=O)(=O)Nc2ncccc2C)c(OC)cc1Cl | -0.1 | -0.1 | -2.6 | -1.4 | 0.5 | 1.6 | -0.1 | 1.5 | -1.2 | 0.9 | -1.0
COc1ccc(N=C2S/C(=C\c3ccc(C)s3)C(=O)N2CC(C)C)cc1 | -0.7 | -0.5 | -0.1 | 2.8 | -1.0 | -1.1 | 3.4 | 0.2 | -1.3 | 1.1 | 1.7
CCOC(=O)Nc1cc(C)ccc1OC | -0.8 | 0.4 | 9.1 | 1.4 | 0.7 | -0.1 | -0.7 | 2.0 | -1.2 | -2.7 | 1.1
COc1ccc(OCC(=O)N/N=C(\C)c2cccs2)cc1 | -0.7 | 0.0 | 4.0 | 0.8 | -0.6 | -9.2 | -6.8 | 0.6 | -1.3 | 1.7 | -1.9

The list goes on:
SMILES | hcDAF12 agonist | DAX1 inh-1 | sPLA2-III inh | hgDAF-12 ag | GAA850 FXN act | PLCb3 inh | Rev-erbA mod | DAX1 inh-2 | ssDAF12 agonist | SMARCA2 activ | PG9 binder
Cc1nnc(SCCCCSc2nnc(C)c(=O)[nH]2)[nH]c1=O | -0.9 | 0.3 | 0.0 | 3.0 | 1.6 | 0.3 | 5.4 | 0.7 | -0.9 | -1.2 | -1.1
Cc1c(Cl)cccc1NC(=S)N(CCN(C)C)C(C)c1ccco1 (stereo unspecified) | 2.0 | -0.7 | 1.6 | -2.9 | 3.2 | 0.3 | 2.6 | -0.2 | -1.2 | 2.3 | 0.0
COc1cccc(C(c2cccc(OC)c2)c2ccccc2C(=O)O)c1 | -1.5 | -1.4 | 11.3 | -0.3 | -2.0 | 1.8 | 1.0 | 2.1 | -1.2 | -2.3 | -1.2
COc1ccccc1N/C(=N/S(=O)(=O)c1ccc(C)cc1)c1ccc(Cl)cc1 | -0.4 | 0.1 | -10.1 | -0.8 | -2.7 | 4.0 | -3.7 | -0.9 | -1.6 | -1.9 | -0.9
Cc1ccc(-n2ncc3c2CCCC3NC(=O)c2ocnc2C)cc1C (stereo unspecified) | -4.7 | -8.6 | -0.1 | -8.6 | -4.7 | -2.5 | -6.9 | -2.9 | -1.6 | -4.5 | -1.9
NC(=O)c1cccc(N=Cc2cc(Cl)cc(Cl)c2O)c1 | 0.1 | -0.4 | 2.4 | -1.3 | 1.4 | -26.9 | -0.9 | 0.0 | -1.1 | -0.8 | -3.6
O=C(O)c1ccc(Cn2cnc3sc4c(c3c2=O)CCCC4)cc1 | -0.6 | 0.3 | 1.9 | -1.0 | -0.7 | 1.1 | -2.0 | 0.4 | -0.9 | 2.2 | -0.3
COCC(=O)N=Nc1c(O)[nH]c2ccccc12 | -1.4 | -0.1 | 4.4 | 0.3 | 1.4 | 4.6 | -5.3 | -0.1 | -1.6 | 0.9 | -2.1
CCCCCCC(C)n1[nH]c(=O)c2c(C)cc(=O)[nH]c21 (stereo unspecified) | -1.3 | 0.4 | 0.2 | 0.1 | -0.6 | 0.5 | -1.4 | -0.2 | -0.9 | 1.6 | -0.5
CCn1ccnc1C(O)c1cccc2ccccc12 (stereo unspecified) | 1.1 | -0.3 | -5.4 | 2.0 | 2.1 | -9.1 | -4.8 | 1.4 | -0.8 | 0.1 | -1.9
Cc1cccc(/C=N/c2sc3c(c2C(=O)OC(C)(C)C)CCN(C)C3)c1O | 0.2 | 0.3 | -11.5 | -1.7 | 1.6 | -19.0 | -2.8 | 3.2 | -0.9 | -3.4 | -2.3
N#C/C(=C\c1cccnc1)C(=O)Nc1ccc(O)cc1F | -0.5 | -0.3 | -4.0 | 0.0 | -0.7 | -9.1 | -1.6 | 0.3 | -0.8 | -1.5 | -0.6
Cc1ccc(-c2nnc3n2CCCCC3)cc1 | -0.3 | 0.6 | 11.3 | -1.4 | 1.6 | -0.2 | -5.3 | 0.5 | -1.2 | -0.1 | 1.6
O=C(COc1ccccc1C(=O)NCC1CCCO1)Nc1ccc(Cl)cc1Cl (stereo unspecified) | 2.5 | -0.5 | -5.9 | -1.3 | -0.2 | -5.4 | -2.0 | -0.7 | -2.0 | -1.5 | -1.0
O=C(Nc1ccc2c(c1)OCCO2)c1coc2ccccc2c1=O | -3.0 | -1.6 | -1.0 | -8.6 | -2.4 | -4.1 | 2.8 | -1.7 | -2.7 | -3.4 | -24.8
CCCS(=O)(=O)Nc1ccc2cn[nH]c2c1 | 4.2 | 0.1 | 3.5 | 0.6 | 1.6 | 1.5 | -4.8 | 0.2 | -0.2 | -4.8 | -1.0
Cc1ccc(S(=O)(=O)N2CCC(C(=O)NNC(=O)c3ccc(F)cc3)CC2)cc1 | -1.6 | -0.7 | -5.7 | -2.5 | -0.9 | 2.7 | -0.8 | -0.5 | -1.0 | -2.4 | -1.3
CCCCCC(O)CCC(=O)NNC1=CC(=O)CC(C)(C)C1 (stereo unspecified) | 1.1 | -0.5 | -1.7 | -0.9 | 0.6 | -20.2 | 3.0 | 0.4 | -0.7 | -0.4 | 0.5

Compound activity as filed in PubChem BioAssay.

The order is random, and some 7% of all compounds hit somewhere here.
